Bioassay records as filed in PubChem.
AMA1-RON2 inh = qHTS for Inhibitors of AMA1-RON; Towards Development of Antimalarial Drug Lead: Primary Screen; Plasmodium falciparum AMA1 (3D7) - RON2 peptide interaction; AlphaScreen AMA1-biotinylated RON2 peptide binding; Potency, µM (top dose mostly 58.2 µM), for the others: top-dose activity change, negative = inhibition, usual class: inhibitors; hit rate 0.2% among 360,000; AID 720542, 2013;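 note: potency is the fitted concentration of half-maximal effect; 0% = vehicle wells and -100% = peptide control; nearly all actives have a fitted effect of over 45% in size; some results filed as inactive show a strong effect at the top dose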
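AMA1 (3D7) with his tag at 25 nM final met compounds first, then biotinylated RON2 peptide at 25 nM; detection used donor plus acceptor beads, 10 µg/mL apiece, read by AlphaScreen after 30 min at room temperature.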
HCMV antiviral = qHTS Assay for inhibitors of the human cytomegalovirus (HCMV); HFF cells, HCMV-luciferase reporter, 72 h; active compounds read low; activity change, negative = inhibition, % at 57.5 µM; hit rate 4.5% among 410,000; AID 1259415, 2018; in the data active = activity change below about -60%; inconclusive = no clear call, values can overlap the other calls; inactive = above about -39%
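Screen run at 2 compound doses on HFFs infected with reporter HCMV, MOI 1 PFU/cell. Luciferase activity from cell lysates at 72 h post infection gave inhibition relative to buffer-only and Salinomycin wells.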
AmpC no deterg = qHTS Inhibitors of AmpC Beta-Lactamase (assay without detergent). P00811. AmpC nitrocefin hydrolysis, absorbance 480 nm, 0.0001% Triton. Potency, µM (series often up to 57.1 µM), inactives show at the top dose activity change, negative = inhibition, actives largely listed as inhibitors. hit rate 0.52% among 330,000. AID 485341, 2010;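 note: potency is the fitted concentration of half-maximal effect; plate controls were no compound for no effect and no enzyme for full effect; nearly all actives have a fitted effect of over 20% in size; some results filed as inactive show a strong effect at the top dose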
Target sequence (P00811 whole entry, looked up): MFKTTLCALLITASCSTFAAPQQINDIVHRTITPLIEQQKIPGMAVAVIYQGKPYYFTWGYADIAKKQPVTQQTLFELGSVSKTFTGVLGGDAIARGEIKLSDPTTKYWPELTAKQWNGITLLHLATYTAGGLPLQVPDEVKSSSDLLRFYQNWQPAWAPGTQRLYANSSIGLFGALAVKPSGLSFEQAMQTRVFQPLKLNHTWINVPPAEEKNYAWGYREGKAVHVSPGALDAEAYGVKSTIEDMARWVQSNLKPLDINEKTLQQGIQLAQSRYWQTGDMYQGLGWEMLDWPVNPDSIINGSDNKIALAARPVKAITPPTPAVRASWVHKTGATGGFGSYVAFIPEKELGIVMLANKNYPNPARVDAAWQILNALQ
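AmpC (5.3 nM in the dispensed reagent) in 20 mM phosphate pH 7.0 with 0.01% (detergent screen) or 0.0001% Triton X-100 was preincubated with compounds for 15 min at room temperature. Nitrocefin was then added from an 800 uM solution, and hydrolysis was followed at 480 nm.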
AmpC detergent = qHTS Inhibitors of AmpC Beta-Lactamase (assay with detergent). P00811. AmpC hydrolysis of nitrocefin, absorbance 480 nm, 0.01% Triton. Potency, µM (highest dose often 114 µM), for inactives: at the highest dose activity change, negative = inhibition, most hits filed as inhibitors. hit rate 0.041% among 370,000. AID 485294, 2010;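 note: potency is the fitted concentration of half-maximal effect; 0% = no-compound wells and -100% = no-enzyme wells; nearly all actives have a fitted effect of over 25% in size; some results filed as inactive show a strong effect at the top dose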
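AmpC (5.3 nM in the dispensed reagent) in 20 mM phosphate pH 7.0 with 0.01% (detergent screen) or 0.0001% Triton X-100 was preincubated with compounds for 15 min at room temperature. Nitrocefin was then added from an 800 uM solution, and hydrolysis was followed at 480 nm.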
FBPA Giardia inh = qHTS Assay for Inhibitors of Fructose-1,6-bisphosphate Aldolase from Giardia Lamblia; A8B2U2; purified Giardia FBPA; Potency, µM (highest dose often 59.6 µM), without a hit: at the highest dose activity, negative = inhibition, most hits filed as inhibitors; hit rate 0.71% among 290,000; AID 2451, 2010; note: potency is the fitted concentration of half-maximal effect; nearly all actives have a fitted effect of over 55% in size
Target sequence (A8B2U2 whole entry, looked up): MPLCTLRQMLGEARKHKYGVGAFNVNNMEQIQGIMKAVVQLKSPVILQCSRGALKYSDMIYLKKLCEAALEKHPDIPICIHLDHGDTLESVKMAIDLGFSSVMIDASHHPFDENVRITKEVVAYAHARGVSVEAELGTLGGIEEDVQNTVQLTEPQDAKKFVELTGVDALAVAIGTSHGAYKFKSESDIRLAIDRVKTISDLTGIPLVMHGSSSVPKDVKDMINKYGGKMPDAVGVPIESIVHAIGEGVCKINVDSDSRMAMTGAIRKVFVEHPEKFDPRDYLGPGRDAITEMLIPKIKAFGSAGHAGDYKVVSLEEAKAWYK
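Giardia FBPA (40 nM reagent) was preincubated 10 min at RT with compound (up to 57.5 uM final), then substrate plus GAPDH/TPI/NAD/arsenate coupling system with diaphorase/resazurin was added; resorufin fluorescence (525/598 nm) was read after 20 min.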
Sm TGR inh = qHTS Assay for the Inhibitors of Schistosoma Mansoni Peroxiredoxins | Schistosoma mansoni thioredoxin glutathione reductase (TGR), Q962Y6 | purified TGR, DTNB reduction, TNB absorbance 405 nm | Potency, µM (series often up to 114 µM), inactives show at the top dose activity change, negative = inhibition, actives largely listed as inhibitors | hit rate 3% among 360,000 | AID 485364, 2010; note: potency is the fitted concentration of half-maximal effect; nearly all actives have a fitted effect of over 60% in size
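First, TGR (20 nM dispensed) and NADPH were mixed with compound. Second, a 15 min room-temperature incubation followed. Third, further NADPH and then DTNB were added to start the reaction. Finally, TNB absorbance was monitored kinetically.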
Starred values were filed as active, the others as inactive; ? = inconclusive; · = no result given; & = joins results of further samples; [ ] = remark or other dose. Unless noted, calls come from the whole dose curve; as a rule, active = well fitted curve in the direction sought with a large enough effect; inconclusive = small, poorly fitted or top-dose-only effect, or another doubt; inactive = no such curve, though single readings can be large; an effect the other way counts as inactive or inconclusive. Unless noted, % is set by controls: 0 for no effect and ±100 for the full control effect. The order is random, and some 7.8% of all compounds hit somewhere here.

Value order – AmpC no deterg	AmpC detergent	AMA1-RON2 inh	Sm TGR inh	HCMV antiviral	FBPA Giardia inh
- COc1ccc(C(C(=O)NC2CCCC2)N(Cc2cccnc2)C(=O)Cc2cccs2)cc1OC (stereo unspecified)
    8.2%	3.0%	10.6%	-5.8%	4.1	-0.3%
- Cc1oc(-c2ccc3c(c2)OCCO3)cc1C(=O)NCC(=O)O
    41.0%	-8.4%	-17.3%	-4.6%	-12.6	-0.3%
- Cn1c(O)c(/C=C/C=Nc2ccccc2)c(=O)n(C)c1=O
    -16.0%	1.0%	0.8%	-4.9%	-15.0	3.1%
- O=C(N/N=C/c1cccc([N+](=O)[O-])c1)C1CC1c1ccccc1 (stereo unspecified)
    -21.3%	-6.6%	9.0%	0.8%	-10.4	-12.6%
- Cc1ccc2cc3c(NS(=O)(=O)c4cccc5nonc45)nn(CC(C)C)c3nc2c1
    -35.7%	0.3%	-13.3%	-4.5%	0.7	·
- O=C(COc1ccc(Cl)cc1)NCC(=O)N1CCC2(CC1)NCCc1[nH]cnc12
    0.0%	-6.0%	4.3%	-3.5%	34.3	·
- CCCCc1nc2cc(C(=O)N3CCC(OC)CC3)ccc2o1
    23.0%	-6.5%	2.0%	-13.8%	68.6	·
- Cc1ccccc1-c1nc(CS(=O)CC(=O)NCCc2ccc(Cl)cc2)c(C)o1 (stereo unspecified)
    167.0%[activator]	5.5%&-7.5%	9.8%	28.2µM*	-13.7&-8.4	·
- CS(=O)(=O)n1nc(OC(=O)c2cc(Br)ccc2Cl)cc1N
    -32.8%	-16.3%	7.0%	5.01µM*	18.6	8.6%
- CCN(CC(=O)NCc1ccc(F)cc1)C(=O)C(C)Oc1cccc(Cl)c1 (stereo unspecified)
    -0.4%	?	-1.7%	1.7%	0.0	·
- Cc1ncsc1CCOC(=O)c1ccccc1
    -48.1%	-4.6%	-2.8%	-6.5%	-21.4	-15.8%
- Cc1noc(C)c1S(=O)(=O)Nc1ccc(C(=O)NC2CCCCC2)cc1
    -18.2%	-4.8%	0.0%	-1.6%	-7.1	1.5%
- ON1C(c2ccccc2)CC2(O)c3nonc3CCC12 (stereo unspecified)
    -12.6%	-8.4%	19.8%	0.4%	-7.8	3.3%
- Cc1nn(CC(=O)NN)c(C)c1Br
    -13.4%	1.6%	19.9%	1.5%	?	-0.4%
- O=C(O)CCNC(=O)c1cncc(Br)c1
    -8.6%	?	3.4%	-1.1%	79.3	6.8%
- Cc1ccc(NC(=O)Nc2nnc(Cc3ccc([N+](=O)[O-])cc3)s2)cc1C
    -38.5%	-6.4%	3.0%[11.6 µM]	-6.2%	?	2.9%
- CCN1CCCC1CNC(=O)c1cc2cc(OC)c(OC)cc2[nH]1 (stereo unspecified)
    -8.0%	0.3%	-6.7%	-9.3%	4.5	-26.3%
- COc1ccc(Cl)cc1NC(=O)COC(=O)C1COc2ccccc2O1 (stereo unspecified)
    -0.5%	3.7%	-8.7%	0.9%	5.7	·
- COc1ccc(S(=O)(=O)Nc2ccc(S(=O)(=O)Nc3nc(C)cc(C)n3)cc2)cc1OC
    -30.3%	-6.2%	16.0%	-1.7%	8.6	-6.9%
- CC1(C)Cc2nc3sc4c(N(CCO)CCO)ncnc4c3cc2CO1
    -17.2%	1.7%	12.2%	0.0%	42.8	0.4%

3 compounds from above, ordered by number of heavy atoms, descending.
Value order – AmpC no deterg	AmpC detergent	AMA1-RON2 inh	Sm TGR inh	HCMV antiviral	FBPA Giardia inh
- COc1ccc(C(C(=O)NC2CCCC2)N(Cc2cccnc2)C(=O)Cc2cccs2)cc1OC (stereo unspecified)
    8.2%	3.0%	10.6%	-5.8%	4.1	-0.3%
- O=C(O)CCNC(=O)c1cncc(Br)c1
    -8.6%	?	3.4%	-1.1%	79.3	6.8%
- Cc1nn(CC(=O)NN)c(C)c1Br
    -13.4%	1.6%	19.9%	1.5%	?	-0.4%

More records follow.
Value order – AmpC no deterg	AmpC detergent	AMA1-RON2 inh	Sm TGR inh	HCMV antiviral	FBPA Giardia inh
- N/C(Cc1ccc([N+](=O)[O-])cc1)=N\OC(=O)Cc1ccc(Cl)cc1
    -2.6%	14.4%	12.6%[11.6 µM]	6.0%	?	2.1%
- O=C(NNC(=O)C1CCCCC1)c1ccc(Br)cc1
    -15.4%	2.4%	48.3%[activator]	·	-23.5	0.3%
- COc1ccc(Br)cc1C(=O)NC(=S)Nc1ccc2[nH]c(=O)[nH]c2c1
    124.1%[activator]	-8.3%	-5.5%	6.4%	27.4	4.5%
- COc1ccc(/C(O)=C2/C(=O)C(=O)N(CC3CCCO3)C2c2cccc(OC)c2)cc1 (stereo unspecified)
    -12.5%	-7.9%	1.4%	-0.4%	-0.4	-0.3%
- CCOCC(=O)OCC(=O)NC12CC3CC(CC(C3)C1)C2
    -15.7%	3.1%	10.1%	4.1%	104.9	-0.7%
- COCCn1c(SCC#N)nnc1-c1ccccc1O
    -12.0%	-5.4%	-1.8%	1.7%	70.5	3.6%
- Cc1cccc(C(=O)N2CCN(C(=O)c3cccc(C)c3)C(C)C2)c1 (stereo unspecified)
    13.4%	-8.8%	3.2%	3.2%	20.6	4.9%
- Cc1nnc(NC(=O)c2ccc(-c3ccc(Cl)cc3)o2)s1
    -11.5%	?	2.4%	-4.7%	4.1	·
- Cc1cc(OC(=O)c2c(Cl)cccc2Cl)nc(C)n1
    -1.5%	2.2%	20.9%	-27.3%	-21.6	-2.2%
- Cc1ccc(-n2c(C)nn(Cc3ccc([N+](=O)[O-])cc3)c2=O)cc1
    1.4%[2.29 µM]	-5.9%	-14.1%	-4.7%	-82.4*	-0.4%
- O=C(COC(=O)c1ccccn1)Nc1ccc2c(c1)OCCO2
    -25.7%	·	19.5%[11.6 µM]	·	34.6	·
- CCOC(=O)c1ccc(NC(=O)CN2CCN(C(=O)C3CCCO3)CC2)cc1 (stereo unspecified)
    -7.6%	-1.9%	-7.3%	-5.3%	-1.0	-2.3%
- COc1ccc(C(=O)CN2C(=O)C(C)(C)Oc3ccc(C(=O)N4CCCCCC4)cc32)cc1
    94.7%[activator]	?	10.1%	16.9%[11.4 µM]	-38.9	7.1%
- O=C(COC(=O)/C=C/c1cccc(Br)c1)Nc1cccc(S(=O)(=O)NC2=NCCC2)c1
    24.0%	-1.8%	0.0%	-24.9%	19.1	·
- N#CCSc1nnc2c(Cl)cc(Cl)cn12
    -15.1%	?	-15.4%	0.0%	-20.0	3.5%
- CCOC(=O)c1cnn(-c2nc(OCC)cc(OCC)n2)c1C
    3.5%	?	-9.6%	-2.0%	-15.8	8.2%
- COc1ccc(/C=C(/NC(=O)c2ccccc2)C(=O)N2CCCC2)cc1
    -8.8%	1.0%	1.6%	-2.2%	-15.8	2.2%
- CC(=O)N1CC(C)Oc2ccc(S(=O)(=O)NC(CC(=O)O)c3cc(C)ccc3C)cc21 (stereo unspecified)
    -12.4%	2.8%	-4.9%	12.5%	?	15.0%
- CCC(=O)N1c2ccccc2CC1C(=O)NCCc1ccc(OC)cc1OC (stereo unspecified)
    ·	15.0%	·	3.2%	10.0	·
- CC(c1ccccc1)N1C(=O)c2cccnc2C1=O (stereo unspecified)
    -4.0%	?	3.1%	2.8%	16.0	9.0%
- COc1ccc(CC(=O)Nc2cc(C)ccc2O)cc1OC
    -12.4%	1.0%	6.6%	29.6%	?	3.7%
- CCCCn1c(SCC(=O)c2ccccc2)nc2c1c(=O)[nH]c(=O)n2C
    -13.1%	-4.6%	11.1%	-6.1%	-25.3	-1.4%
- Nc1nnc(SCC(=O)OCC(=O)c2ccccc2)s1
    -13.0%[11.4 µM]	-14.3%	15.8%	-17.5%	24.5	4.1%
- CCOc1ccc(OCC)c(S(=O)(=O)NCc2ccccc2)c1
    -4.2%	?	-3.3%	-13.3%	38.8	12.5%
- COC(=O)C1=CN(Cc2ccc(C)cc2)C=C(C(=O)OC)C1c1ccc(F)c(F)c1
    -19.4%	5.4%	15.0%	0.0%	·	1.4%
- CCCc1cc(=O)[nH]c(SCc2cc(=O)oc3c(C)c(C)ccc23)n1
    -14.9%	-5.8%	6.6%	-16.6%	-3.4	-17.5%
- CC(C)(C)c1cc(C(=O)Nc2ccccc2)ccn1
    -3.1%	4.9%	-15.8%	-1.9%	19.1	0.4%
- O=C(COC(=O)c1ccco1)NC1CCCCC1
    -17.3%	-5.6%	9.4%	-33.6%	32.1	6.9%
- O=C(O)c1ccc(N=Nc2c(O)[nH]c3ccccc23)cc1
    1.9%	-10.1%	-29.9%	-10.8%	14.8	-5.2%
- Cc1ccccc1S(=O)(=O)NCc1ccc(N2CCN(C)CC2)cc1
    -23.0%	3.0%	6.3%	1.7%	6.4	-1.9%
- COCCCNC(=O)C(=O)NCC(c1ccco1)N1CCN(c2ccc(OC)cc2)CC1 (stereo unspecified)
    -3.5%	-10.5%	8.0%	-1.4%	42.0	-2.6%
- CCc1ccc(C(=O)Nc2cccnc2Oc2ccc(Cl)cc2)cc1
    0.3%	4.2%	-11.1%	-14.4%	-4.5	-8.3%
- CCc1ccc(NC(=O)CSc2nnc(-c3cnccn3)n2Cc2ccco2)cc1
    -3.5%	1.0%	-2.9%	39.8µM*	5.2	2.4%
- O=C(CCc1ccc(S(=O)(=O)NC2CCCCC2)cc1)NCc1cccnc1
    -21.9%	-7.2%	2.9%	3.8%	2.0	2.8%
- c1ccc(COc2ccc(OCCCCN3CCCC3)cc2)cc1
    30.3%	-3.6%	5.2%	-13.2%	-28.1	-19.4%
- CCOc1cc2[nH]c(=O)n(CCCCC(=O)N3CCN(c4ccc(OC)cc4)CC3)c(=O)c2cc1OCC
    ·	7.2%	·	?	3.5	·
- O=C(Nc1ccc2c(c1)OCO2)c1cc(C2CC2)on1
    -4.5%	?	-7.1%	-10.8%	45.6	-5.0%
- COc1cccc(N2CC(NC(=O)c3ccc(S(=O)(=O)N4CCOCC4)cc3)CC2=O)c1 (stereo unspecified)
    ·	-1.2%	·	-4.0%	17.7	·
- CCCN1CCC(NC(=S)Nc2cccc(Cl)c2Cl)CC1
    -24.5%	-9.7%	-0.1%	-15.4%	12.6	4.2%
- CC(C)c1ccc2oc(=O)cc(CN3CCN(c4ccc(F)cc4)CC3)c2c1
    -3.5%	?	-25.9%	0.0%	1.1	0.5%
- CCCNC(=O)c1ccc(N(Cc2ccccc2)S(C)(=O)=O)cc1
    1.3%	0.9%	0.7%	-6.5%	11.2	15.8%
- O=C(CNC(=O)c1ccc(F)cc1)N/N=C/c1cn[nH]c1-c1ccccc1
    -21.0%	-8.5%	-7.0%	7.5%	-23.0	4.5%
